# Screens from PubChem.
# FXIIa inh: human FXIIa protease inhibitors, primary screen, biochemical, single well. Coagulation factor XII (Homo sapiens), P00748. purified human FXIIa, AMC substrate fluorescence, 2 h. inhibition, % at 10 µM. actives 0.2% (n = 33,000). AID 701, 2007; in the data active = inhibition above about 30%;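 note: 0% = enzyme with vehicle only and 100% = no enzyme blank; many of its hits are not listed in these tables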
# Target sequence (P00748 20-372 limits assumed): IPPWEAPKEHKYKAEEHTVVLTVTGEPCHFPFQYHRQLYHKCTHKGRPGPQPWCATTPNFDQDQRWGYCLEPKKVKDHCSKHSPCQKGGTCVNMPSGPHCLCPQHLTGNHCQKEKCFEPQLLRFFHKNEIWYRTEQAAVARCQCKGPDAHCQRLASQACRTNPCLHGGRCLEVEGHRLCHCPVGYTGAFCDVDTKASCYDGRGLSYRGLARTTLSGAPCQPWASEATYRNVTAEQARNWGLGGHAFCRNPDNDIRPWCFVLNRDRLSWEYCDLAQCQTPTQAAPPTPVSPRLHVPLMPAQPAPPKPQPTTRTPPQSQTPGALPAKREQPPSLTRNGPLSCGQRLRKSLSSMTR
# Target sequence (P00748 373-615 limits assumed): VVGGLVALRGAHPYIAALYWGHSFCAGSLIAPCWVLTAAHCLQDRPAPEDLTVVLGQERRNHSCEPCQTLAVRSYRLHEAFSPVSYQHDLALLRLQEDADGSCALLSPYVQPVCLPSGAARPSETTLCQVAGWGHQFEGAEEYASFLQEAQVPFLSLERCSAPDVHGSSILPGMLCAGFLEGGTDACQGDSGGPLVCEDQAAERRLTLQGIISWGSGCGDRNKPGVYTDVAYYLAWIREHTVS
# FXIa inh: human FXIa protease inhibitors, primary screen, biochemical, single compound per well. Coagulation factor XI (Homo sapiens), P03951. purified human FXIa, fluorogenic AMC substrate cleavage. inhibition, % at 10 µM. actives 0.3% (n = 33,000). AID 687, 2007;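 active = inhibition above 40% in the primary screen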;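 note: 0% = enzyme without compound and 100% = blank wells lacking enzyme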
# Active calls of the source: *. Not all compounds are listed. The share of hits here may be higher or lower than overall.
entry	Structure	FXIIa inh	FXIa inh
1	C[N+](C)(C)CCNC(=O)c1c(O)c2c([nH]c1=O)CCCC2	8.9	0.9
2	Cc1onc(-c2ccccc2Cl)c1C(=O)NCc1ccccc1	2.1	-1.2
3	Cc1cc(C)cc(N(CC(=O)N2CCC(C)CC2)S(=O)(=O)c2ccccc2)c1	4.1	-4.2
4	CC(Sc1nnc(Cc2cccs2)n1C1CCCCC1)C(=O)N1CCc2ccccc21 (stereo not drawn)	3.5	-3.6
5	CCC(C)(C)C(=O)Nc1ncc(S(=O)(=O)c2ccc([N+](=O)[O-])cc2)s1	6.2	-6.3
6	O=C1CC(Sc2ncn[nH]2)C(=O)N1c1ccccc1 (stereo not drawn)	-7.3	12.5
7	O=C(Nc1ccccc1)c1cccc(S(=O)(=O)N2CCCCC2)c1	-10.1	-10.9
8	CN(C)S(=O)(=O)N1CCc2ccccc21	-17.8	2.9
9	COc1ccccc1CNC(=O)C1CC(=O)N(c2ccc(C)c(C)c2)C1 (stereo not drawn)	-10.4	4.7
10	Cc1nnc(C)n1N1C(=O)c2cccc3cccc(c23)C1=O	7.2	4.1
11	c1ccc(Sc2ncnc3c2oc2ccccc23)cc1	5.3	-5.5
12	CC(=O)C1C(=O)c2c(cccc2[N+](=O)[O-])C1=Nc1ccccc1C (stereo not drawn)	9.4	1.6
13	Cc1ccnc(NC(=O)c2cccs2)c1	4.0	-8.8
14	Cc1ccc(C(=O)c2oc3nc(C)cc(C)c3c2N)cc1	-3.5	-8.2
15	COc1ccc(OC)c(S(=O)(=O)N2CCC(C(=O)Nc3cc(C)ccc3C)CC2)c1	2.8	4.6
16	COC(=O)c1ccc(OC)c(CSc2nnc(-c3ccc(C(C)(C)C)cc3)o2)c1	8.8	2.7
17	Cc1nc2sccn2c1P(c1c(C)nc2sccn12)c1c(C)nc2sccn12	2.9	-2.8
18	C(=N\n1cnc2ccccc21)/c1cccnc1	14.4	2.5
19	CC(=O)NC(=O)c1nnn(Cc2ccccc2)c1NC(C)=O	-9.7	-7.2
20	Cc1ccc(N=CC2=C(O)CC(c3ccco3)CC2=O)cc1 (stereo not drawn)	4.7	5.4
21	CCOC(=O)CC1C(=O)NCCN1Cc1cccc(C(F)(F)F)c1 (stereo not drawn)	1.8	1.9
22	COc1ccc2c(c1)c(=O)oc1cc3occ(C(C)(C)C)c3cc12	5.9	1.1
23	CC(NC(=O)c1ccnc(C(C)(C)C)c1)c1ccccc1 (stereo not drawn)	-3.2	-3.3
24	Cc1ccc(S(=O)(=O)N(C)CC(=O)O/N=C(\N)c2ccc([N+](=O)[O-])cc2)cc1	10.3	-3.1
25	CN(C(=O)c1ccccc1Cl)c1ccccc1	4.5	-2.2

# 4 compounds from above, sorted by their value in FXIIa inh, ascending:
entry	Structure	FXIIa inh	FXIa inh
14	Cc1ccc(C(=O)c2oc3nc(C)cc(C)c3c2N)cc1	-3.5	-8.2
20	Cc1ccc(N=CC2=C(O)CC(c3ccco3)CC2=O)cc1 (stereo not drawn)	4.7	5.4
11	c1ccc(Sc2ncnc3c2oc2ccccc23)cc1	5.3	-5.5
10	Cc1nnc(C)n1N1C(=O)c2cccc3cccc(c23)C1=O	7.2	4.1

# The list goes on.
entry	Structure	FXIIa inh	FXIa inh
26	Cc1ccc(-c2cc(N)n[nH]2)cc1	10.9	-2.8
27	Cc1[nH]nc(-c2ccc(O)c(C)c2O)c1Oc1ccccc1	-4.2	-5.2
28	COc1ccc(C2C/C(=N\O)C(C)(C)O2)cc1 (stereo not drawn)	3.5	3.1
29	Cn1c(SCC(=O)c2ccccc2)nnc1-c1cccc(N)c1	6.2	-12.8
30	Cc1nc(SCC(O)CO)c([N+](=O)[O-])[nH]1 (stereo not drawn)	-0.9	-6.5
31	Cc1noc2ncc(C(=O)c3cc(F)ccc3O)cc12	5.5	-3.2
32	COc1ccc(C2C(C#N)=C(N)Oc3n[nH]c(C)c32)cc1CSc1ccccn1 (stereo not drawn)	8.0	0.9
33	CC(=O)N1N=C(c2ccc(C)cc2)OC1c1ccc(C(C)C)cc1 (stereo not drawn)	-2.8	1.9
34	Cc1ccc(O)c(NC(=O)c2cccc(S(=O)(=O)N3CCCCC3)c2)c1	4.9	-5.0
35	O=C(CSc1nc2ccccc2o1)Nc1ccccc1N1CCOCC1	1.5	-7.4
36	CC1=NNC(=O)C1C(c1ccccc1)C(C#N)C#N (stereo not drawn)	10.4	-5.0
37	CCn1c(SCC(=O)Nc2cc(C)c(Cl)cc2OC)nnc1-c1ccco1	4.4	3.0
38	COc1ccc(/C=N/Nc2ccc([N+](=O)[O-])cc2)cc1Cn1cc([N+](=O)[O-])cn1	7.1	-4.6
39	CN(C)c1nc(N)nc(CSc2nnnn2-c2ccccc2)n1	0.7	7.6
40	CC(Oc1ccccc1)C(=O)OCC(=O)NC(=O)NCc1ccco1 (stereo not drawn)	3.3	0.6
41	Cc1ccc(C(C)n2cc(C(=O)NCc3ccncc3)nn2)cc1 (stereo not drawn)	4.2	-1.3
42	Cc1ccc(OCc2ccc(C(=O)N3CCOCC3)cc2)cc1C	3.2	0.5
43	COc1ccccc1-c1nnc2sc(COc3ccccc3)nn12	2.5	-2.4
44	COC(=O)Cc1c[nH]c2cccc(OCC(O)CN(Cc3ccccc3)C(C)C)c12 (stereo not drawn)	7.3	-4.8
45	CN(Cc1ccccc1)C(=O)[C@H]1CCC(=O)N1Cc1ccco1	-6.6	-0.9
46	Cc1ccccc1-n1c(C)cc(/C=N/Nc2ccc([N+](=O)[O-])cn2)c1C	7.2	-5.3
47	O=C(O)c1ccccc1C(=O)NCc1ccccc1	3.4	2.6
48	CC1(C)CC(=O)C2=C(C1)OC(N)=C(C#N)C2CCc1ccccc1 (stereo not drawn)	6.9	-2.2
49	CN1/C(=C\C(=O)c2oc3ccccc3c2N)C(C)(C)c2ccccc21	10.8	8.5
50	COc1ccccc1C(=O)Oc1ccc(C(C)C)cc1	10.6	-2.1

entry	Structure	FXIIa inh	FXIa inh
51	CCCCCn1c(Sc2ccccc2)nc2c1c(=O)[nH]c(=O)n2C	4.9	4.8
52	COc1ccc(-c2nc(CSCC(=O)NC3CCCc4ccccc43)c(C)o2)cc1 (stereo not drawn)	2.0	4.6
53	CCN(CC)c1ccc(NC(=O)CSc2nnc3nc(C)cc(C)n23)cc1	3.8	-10.0
54	CC1(C)Cc2c(sc3c2C2=NCCN2C=N3)CS1	2.2	2.0
55	Cc1cc(C)c(C)c(S(=O)(=O)NCc2ccco2)c1C	5.3	-2.3
56	N#CC1=C(SCC(=O)Nc2ccccc2)NC(=O)CC1c1ccc(O)cc1 (stereo not drawn)	1.7	3.2
57	Cc1ccc(C)c(N2CCN(C(=O)Cn3c(=O)[nH]c4ccsc4c3=O)CC2)c1	7.5	1.5
58	O=C(Nc1cccc(F)c1)C1CC(=O)N(c2ccc(Cl)cc2)C1 (stereo not drawn)	-10.8	1.4
59	CC/C(=C\C(=O)c1ccncc1)Nc1ccc(Br)cc1	10.3	7.2
60	CCN1CCN(S(=O)(=O)c2cc(OC)c(Cl)cc2OC)CC1	6.2	29.1
61	O=C(NCc1ccccc1)C(Cc1ccccc1)NS(=O)(=O)c1cccc2nsnc12 (stereo not drawn)	24.7	0.1
62	CCSc1ccccc1C(=O)NCc1ccco1	6.9	-4.6
63	Cc1cc(NC(=O)c2cccc(S(=O)(=O)N3CCCCCC3)c2)no1	4.7	6.2
64	O=C(NC(NC(=O)c1ccccc1)c1ccccc1)c1ccccc1	-14.9	14.8
65	CC1CCCC(C)N1C(=O)CSc1nc2ccccc2s1 (stereo not drawn)	6.4	6.7
66	CC(=O)NC(=O)COC(=O)/C=C/c1c(C)nn(Cc2c(Cl)cccc2Cl)c1Cl	2.5	1.1
67	N#CC(c1ccc(Cl)nn1)c1ccc(Cl)cc1Cl (stereo not drawn)	6.3	-4.7
68	S=C(Nc1ccccc1)N1CCn2c1nc1ccccc12	-11.0	-4.6
69	N#CCCN1CCNCC1	3.9	6.1
70	CCn1c(-c2ccc(Cl)cc2)n[nH]c1=S	-8.1	0.2
71	Cc1c(NC(=O)C(CC(=O)O)NCc2ccco2)c(=O)n(-c2ccccc2)n1C (stereo not drawn)	2.8	-3.2
72	COCCCNC(=O)CN1CCN(Cc2ccc(Cl)cc2)C1=O	7.8	10.7
73	CCN(CC)Cc1c(O)ccc2c(C)c(CC(=O)OC)c(=O)oc12	-90.8	-42.0
74	Cc1ccc(Nc2nc(C(=O)NCc3ccco3)cs2)cc1	-11.7	0.3
75	COc1ccc(C(=O)Nc2cc(OC)c(NC(=O)c3ccco3)cc2OC)cc1	-3.4	-1.8

entry	Structure	FXIIa inh	FXIa inh
76	COc1ccccc1N1CCN(CC(O)COc2ccc3c(c2)CCC3)CC1 (stereo not drawn)	6.9	1.0
77	O=C(C1CCCCN1S(=O)(=O)c1ccccc1)N1CCN(Cc2ccccc2)CC1 (stereo not drawn)	7.4	-3.5
78	CC(C)Cc1nc2oc3c(NCCCN4CCOCC4)ncnc3c2c2c1CCC2	3.5	-8.1
79	CCOC(=O)CSC1=C(C#N)C(c2ccc3c(c2)OCO3)CC(=O)N1 (stereo not drawn)	2.0	8.6
80	Cc1ccc2nc(/C(C#N)=C\c3cc(C)n(-c4cccc([N+](=O)[O-])c4)c3C)[nH]c2c1	8.9	8.5
81	O=C(Cn1c(=O)n(Cc2ccco2)c(=O)c2c3c(sc21)CCCCC3)c1ccccc1	6.6	6.5
82	COc1ccc(C(=O)N2CC3(C)CC2CC(C)(C)C3)cc1OC (stereo not drawn)	1.2	-3.7
83	Cc1nccc(-c2ccc(-n3cnc4ccccc43)cc2)n1	0.4	-2.9
84	CC(C)OC(=O)c1cccnc1SCC(=O)N(C)c1ccccc1	-9.6	16.1
85	Cc1ccc(CC(=O)OCC(=O)NC2CCCC(C)C2C)cc1C (stereo not drawn)	-1.4	2.8
86	CCCCn1c(CNC(=O)Cc2ccccc2)nc2ccccc21	-2.3	2.6
87	Cc1ccccc1-c1nc2ccccc2[nH]1	7.0	-3.2
88	Cc1ccc(CCNC(=O)C2CCN(S(=O)(=O)N3CCCC3)CC2)cc1	6.2	5.7
89	COc1ccc2cc(C(c3nnnn3CCc3ccccc3)N3CCC(O)CC3)c(=O)[nH]c2c1 (stereo not drawn)	6.1	-3.2
90	CCC(CC)C(=O)N1CCCC(c2nc(-c3cccs3)no2)C1 (stereo not drawn)	-9.8	-11.0
91	CCN(C(=O)CN1CCN(c2ccccc2O)CC1)c1c(N)n(Cc2ccccc2)c(=O)[nH]c1=O	2.3	2.9
92	COc1ccccc1C1C(C(N)=O)=C(C)Nc2ncnn21 (stereo not drawn)	2.6	-0.4
93	Cc1sccc1C1C(C#N)=C(N)SC(N)=C1C#N	-12.1	3.7
94	O=C(Nc1ccc(Cl)cc1)N(CCCN1CCOCC1)Cc1cccs1	2.8	0.7
95	CC(C)c1nnc(NC(=O)CSc2ccccc2)s1	-14.3	15.9
96	CC(=O)c1cccc(NC(=O)CN(C2CCCCC2)S(C)(=O)=O)c1	1.2	3.7
97	CCOC(=O)c1cnn(-c2ccccc2)c1-n1cccc1	4.0	-3.4
98	COc1cccc(CNCCSc2nnnn2C)c1OC	5.0	5.5
99	CCC1S/C(=N\S(=O)(=O)c2cccs2)N(C2CCCCC2)C1=O (stereo not drawn)	3.1	-3.1
100	CN(C)S(=O)(=O)N1CCN(C(=O)c2cccc(Br)c2)CC1	-6.4	-3.6

# Overlap with the part before: five compounds, followed by the next part.
entry	Structure	FXIIa inh	FXIa inh
96	CC(=O)c1cccc(NC(=O)CN(C2CCCCC2)S(C)(=O)=O)c1	1.2	3.7
97	CCOC(=O)c1cnn(-c2ccccc2)c1-n1cccc1	4.0	-3.4
98	COc1cccc(CNCCSc2nnnn2C)c1OC	5.0	5.5
99	CCC1S/C(=N\S(=O)(=O)c2cccs2)N(C2CCCCC2)C1=O (stereo not drawn)	3.1	-3.1
100	CN(C)S(=O)(=O)N1CCN(C(=O)c2cccc(Br)c2)CC1	-6.4	-3.6
101	CC(C)OCC1CC(CC(=O)NC(=S)Nc2cccc([N+](=O)[O-])c2)C(=O)O1 (stereo not drawn)	1.3	-4.2
102	CCOC(=O)CCCCC(=O)NC(CO)C(=O)NC (stereo not drawn)	7.3	3.0
103	O=C(CSc1nnnn1-c1cccc2c1CCCC2)N1CCOCC1	5.1	4.2
104	O=C(c1ccccc1)N(Cc1ccco1)C1CCS(=O)(=O)C1 (stereo not drawn)	9.1	2.3
105	CC1CCC(NC(=O)Nc2cccs2)CC1 (stereo not drawn)	5.8	13.5
106	COc1ccc(-n2cnc3cc(NC(=O)c4ccco4)ccc32)cc1	6.6	0.6
107	Cc1ccc(S(=O)(=O)Cc2ccc(C(=O)N3CCc4ccccc4C3)o2)cc1	7.8	7.0
108	COc1cc(C)c(N(C(C)=O)c2ccccc2)c(C)c1	5.4	-0.3
109	Brc1ccc(-c2nnc(-c3cccnc3)c3conc23)cc1	5.1	5.8
110	COc1ccc(CN=C(C)c2c(C(F)(F)F)[nH]n(-c3nc4ccccc4s3)c2=O)cc1	2.5	-5.3
111	COc1cc(OC)cc(C(=O)NC2=NCCS2)c1	8.6	-0.8
112	CCOC(=O)Cc1csc(SCC(=O)Nc2cc(Cl)ccc2Oc2ccccc2)n1	1.9	-3.0
113	CC(=O)N1CCN(c2ccccc2NC(=O)c2cc(Br)ccc2Cl)CC1	-10.8	-1.2
114	COc1ccc(NC(=O)CSc2nc3ncccc3[nH]2)cc1OC	5.8	8.8
115	COCCCNC(c1ccccc1)c1ccncc1 (stereo not drawn)	8.9	4.2
116	CCCn1c(=N)n(CC(=O)O)c2ccccc21	1.3	-4.0
117	c1ccc(Cc2nn3c(C4COc5ccccc5O4)nnc3s2)cc1 (stereo not drawn)	7.5	-3.8
118	c1ccc(-c2ncc(CSc3nncn3-c3ccccc3)s2)cc1	5.7	5.4

# Looked up above.
# Under FXIa inh, CCn1c(SCC(=O)Nc2cc(C)c(Cl)cc2OC)nnc1-c1ccco1 is listed with 3.0
# Under FXIa inh, O=C(Nc1cccc(F)c1)C1CC(=O)N(c2ccc(Cl)cc2)C1 (stereo not drawn) is listed with 1.4
